PMI act hi M6P = activators of human phosphomannose isomerase at near-saturating mannose 6-phosphate; coupled PMI enzyme assay, resazurin fluorescence, 20 min; stronger effect = higher value; 1 = untreated enzyme, 0 = substrate-free blank; activation factor at 20 µM; hit rate 0.34% among 190,000; AID 1216;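 active = activation factor of 2 or more at 20 µM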
Target sequence (P34949 whole entry, looked up): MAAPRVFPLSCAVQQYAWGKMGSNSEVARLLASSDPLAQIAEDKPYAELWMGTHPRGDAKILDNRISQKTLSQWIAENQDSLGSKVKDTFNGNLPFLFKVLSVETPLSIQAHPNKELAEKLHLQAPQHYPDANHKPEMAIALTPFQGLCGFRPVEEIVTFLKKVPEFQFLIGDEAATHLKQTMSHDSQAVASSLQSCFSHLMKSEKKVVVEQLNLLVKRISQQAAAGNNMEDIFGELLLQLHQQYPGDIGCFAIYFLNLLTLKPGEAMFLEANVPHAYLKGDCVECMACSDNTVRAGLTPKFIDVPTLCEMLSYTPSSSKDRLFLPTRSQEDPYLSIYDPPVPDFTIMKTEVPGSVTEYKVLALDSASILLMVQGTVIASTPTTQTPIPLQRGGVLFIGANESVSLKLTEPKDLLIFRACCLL
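Material: human phosphomannose isomerase with PGI, G6PDH, diaphorase coupling enzymes; amount: PMI at 15 ng/mL final; also added: Mannose-6-phosphate 1.0 mM (near-saturating) plus 0.22 mM NADP+; incubation: enzyme reaction with compound 20 min at room temperature; signal: resorufin fluorescence (Ex 544/Em 590 nm) from resazurin via diaphorase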
Diaphorase act = diaphorase activation or chemical reduction counter-screen; activation factor at 20 µM; hit rate 0.005% among 190,000; AID 1229; Diaphorase/resazurin coupled assay, resorufin fluorescence, 16 min; stronger effect = higher value; 1 = vehicle wells, 0 = NADH-free wells;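 active = diaphorase activity raised at least twofold by the compound at 20 µM; inactive = activation factor below 2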
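System – purified diaphorase enzyme from Clostridium kluyveri · Input – enzyme 0.07 U/mL final · Also added – final NADH 0.114 mM, resazurin 0.1 mM · Measured by – fluorescence of resorufin, 544 nm excitation, 590 nm emission · Timing – 16 min enzyme reaction, ambient temperature · Measure – resorufin increase flagging diaphorase activators or reducers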
Redox H2O2 prof = compounds producing H2O2 with reducing agent – biochemical, NIH compound library profiling, artefact control for MLSCN library redox annotation, primary screen. activation, % at 10 µM. hit rate 0.03% among 200,000. DTT-dependent redox cycling H2O2, phenol red/HRP absorbance; 100% = 100 µM peroxide control, 0% = buffer;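 active = activation of at least 50% relative to the plate's high and low controls in the primary single-dose screen; inactive = activation below 50%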;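 also: compound incubated with DTT at 0.8 mM final as the reducing agent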
TLR4-MyD88 BLA = inhibitors of human TLR4-MyD88 binding. inhibition, % at 8.4 µM. hit rate 0.18% among 200,000. HeLa CL3-4 TLR4/MyD88 BLA complementation, FRET ratio. O00206+Q99836; in the data active = inhibition above about 25%;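 also: 0% = vehicle and 100% = reference inhibitor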
Hsp70 act = switches on Hsp70 transcription | AID 1203 | HeLa Hsp70 promoter luciferase reporter, luminescence; scaled: vehicle 0, proteasome-inhibitor control 100% | hit rate 0.04% among 200,000 | activation, % at 10 µM;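 active = activation above the mean across all tested compounds plus 3 SD, cutoff set per campaign, cut at about 5.5% in these data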;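 also: 100% = MG132 at 30 µM as the positive control and 0% = DMSO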
L major viab = inhibitors of Leishmania major promastigote growth; Leishmania major promastigotes, resazurin fluorescence viability; inhibition, % at 10 µM; hit rate 9% among 200,000; AID 1063;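 also: promastigotes grown with compound for 44 hours at 28 °C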
S1P3 antagonist = blocks the human S1P3 receptor; Q99500; CHO S1P3 NFAT-BLA reporter, FRET fluorescence, antagonist mode; inhibition, % at 4.98 µM; hit rate 0.27% among 170,000;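 active = inhibition above the plate cutoff, the mean inhibition of test wells on that plate plus 3 SD, cut at about 28% in these data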;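 also: cells challenged with S1P at its EC80 of 0.8 µM; blue over green emission ratio from cleaved BLA substrate after 4 h stimulation; 0% = S1P-stimulated wells and 100% = unstimulated DMSO-only wells; some compounds past the cut are filed as inactive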
Target sequence (Q99500 whole entry, looked up): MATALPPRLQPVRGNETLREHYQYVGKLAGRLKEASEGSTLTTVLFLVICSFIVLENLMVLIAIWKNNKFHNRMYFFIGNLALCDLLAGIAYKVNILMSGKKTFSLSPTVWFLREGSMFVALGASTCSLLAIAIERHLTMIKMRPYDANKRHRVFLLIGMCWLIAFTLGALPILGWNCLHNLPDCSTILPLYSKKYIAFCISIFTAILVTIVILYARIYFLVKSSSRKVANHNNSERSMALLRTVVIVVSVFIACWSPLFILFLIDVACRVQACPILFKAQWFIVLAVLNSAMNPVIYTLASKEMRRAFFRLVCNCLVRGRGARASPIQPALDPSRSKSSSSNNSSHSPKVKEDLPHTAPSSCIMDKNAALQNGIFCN
PMI activator = phosphomannose isomerase (human) activation | purified human PMI, coupled resazurin fluorescence, 20 min; stronger effect = higher value; 1 = vehicle control, 0 substrate-free wells | activation factor at 20 µM | hit rate 0.005% among 190,000;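 active = activation factor of 2 or more at 20 µM, relative to plate controls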
Diaphorase inh = inhibits diaphorase or chemically oxidizes, flagging diaphorase assay artifacts; inhibition, % at 20 µM; diaphorase resazurin-to-resorufin fluorescence, NADH, 16 min; bacterial (C. kluyveri) enzyme, not human; hit rate 0.69% among 190,000;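 active = primary screen inhibition at 20 µM above a set limit, cut at about 50% in these data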;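 also: plate controls were DMSO with full reaction for no effect and wells lacking NADH for full effect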
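System: Diaphorase enzyme from Clostridium kluyveri | Amount: Enzyme working solution with 0.14 U/mL diaphorase | Benchmarks: No-NADH positive control and DMSO neutral control | Signal: Fluorescence of resorufin formed from resazurin, Ex 544/Em 590 nm | Schedule: 16-min room-temperature incubation before reading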
G6PDH counter = inhibits Leuconostoc G6PDH, flagging false hits in G6PDH-based assays | Purified L. mesenteroides G6PDH, diaphorase/resazurin coupled fluorescence, 45 min | inhibition, % at 5 µM | hit rate 0.12% among 200,000 | AID 1020
RAM inhibit = inhibitors of the yeast RAM network. S. cerevisiae dse1pr::URA3 reporter, 5-FOA growth OD615, 2 d; analog-sensitive cbk1-as2 kinase mutant strain. inhibition, % at 50 µM. hit rate 1.8% among 190,000;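 active = inhibition above a set limit, 3 SD over mean compound inhibition, cut at about 8.4% in these data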;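 also: 0% = DMSO-only wells with no growth and 100% = 10 µM 1-NA-PP1 full growth; inhibition rescues growth on 5-FOA so higher OD means more RAM inhibition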
Active calls of the source: *; / = not tested or not shown. Rule as the data show it, unless noted: active = inhibition above about 50%; inactive = the rest. Random draw from the library. About 12% of those tested had a hit in this group.

SMILES	PMI act hi M6P	Diaphorase act	Redox H2O2 prof	TLR4-MyD88 BLA	Hsp70 act	L major viab	S1P3 antagonist	PMI activator	Diaphorase inh	G6PDH counter	RAM inhibit
COc1ccc(NC(=O)C2CSC(C)(C)N2C=O)cc1 (stereo unspecified)	1.1	1.1	-0.6	-10	0.0	-6	-5	1.1	-10	5	1.3
Cn1c(=O)oc2cc(S(=O)(=O)N3CCC(C(=O)NCc4ccc(F)cc4)CC3)ccc21	1	0.9	-3.0	1	-0.2	-7	/	1	9	-1	3.7
C=CCNC(=S)NNC(=O)COc1ccc(Br)cc1	1.1	1	0.0	-1	0.0	-7	8	1	2	-9	1.5
CCn1c(CSc2nnc(-c3ccncc3)n2CCOC)nc2cc(C(=O)O)ccc21	1	1	-1.2	-12	0.0	-4	-28	1.2	0	9	4.3
Cc1nnc(-c2ccccc2)c(=O)n1/N=C/c1c(O)ccc2ccccc12	0.8	0.8	-3.1	12	-0.4	98*	/	1	22	0	0.5
CC(=O)O/N=C(/c1nonc1N)N1CCN(c2ccc([N+](=O)[O-])cc2Cl)CC1	0.7	0.6	-0.4	-7	-0.1	-3	6	0.8	41	-20	1.8
Cc1n[nH]c(=O)nc1N/N=C/c1ccco1	0.9	0.9	-0.5	-16	0.2	0	-6	1	9	9	3.1
COc1ccc(/C=N/c2nc3ccccc3n2CCN2CCCCC2)cc1OC	1	1	0.0	13	-0.6	10	/	1	-2	2	1.6
C(=N\Nc1ncnc2ccccc12)/c1ccccc1	1.1	1.1	0.0	-17	0.1	-13	16	1.1	-7	1	1.1
CCCc1[nH]nc2c1C(c1c(C)nn(-c3ccccc3)c1Cl)C(C#N)=C(N)O2 (stereo unspecified)	0.8	0.7	-1.6	-8	-0.3	9	/	0.8	27	-11	1.2
O=C1NCC(NC(=O)C(F)(F)F)c2cc3c(cc21)OCO3 (stereo unspecified)	0.9	0.9	-1.4	6	-0.2	-3	-10	0.9	9	8	-0.7
C=CCN=c1scc(C)n1/N=C/c1ccc(O)c(O)c1	0.8	0.6	-1.1	-1	-0.1	-8	3	0.5	43	20	1.2
Cc1ccc(C2=NNC(C(O)C(O)C(O)C(C)O)S2)cc1 (stereo unspecified)	1.1	1	1.2	5	0.3	-8	/	1.1	1	-2	0.7
CC1Cc2ccccc2N1c1ncnc2c1nnn2Cc1ccccc1Cl (stereo unspecified)	1	1	1.8	10	0.1	1	/	1	5	10	4.3
CC(C)NC(=O)COC(=O)c1ccccc1C(=O)c1ccccc1	0.9	1	-0.2	13	-0.2	0	-12	1	3	12	3.5
CC(CCc1ccccc1)NC(=O)CNC(=S)N(Cc1cccs1)C1CCCC1 (stereo unspecified)	0.9	0.8	-0.2	-8	0.2	51*	3	0.8	25	6	12*
Cc1nnc(SCC(=O)NCc2ccco2)n1-c1ccc(F)cc1	1	1	-0.5	-12	-0.1	-7	/	1	1	7	1.4
CCN1/C(=N\N)c2cccc3cccc1c23	1.1	0.8	-0.4	5	-0.2	7	-21	1.5	19	31	3.2
CC/C(O)=C1\C(=O)CC(C)(C)CC1=Nc1ccccc1C	1	0.9	-0.3	-11	-0.2	6	4	1.1	6	9	0.8
CC(C)CC(NC(=O)c1ccc(Cl)cc1)C(=O)OCC(=O)c1ccc2c(c1)NC(=O)CO2 (stereo unspecified)	1.1	0.9	0.6	5	-0.4	64*	/	1.1	11	-2	0.7
Cc1ccc(NC(=O)COc2ccc(-c3nnco3)cc2)cc1S(=O)(=O)N1CCOCC1	0.8	0.7	-2.4	-13	-0.1	8	3	0.8	26	3	1.9
C(=N/Nc1nc(-c2ccccc2)cc(-c2ccccc2)n1)/c1cccnc1	1	1	0.5	6	-0.3	47	-8	0.9	0	-11	-0.9
CCOC(=O)C(C)Sc1ncnc2nc[nH]c12 (stereo unspecified)	1	0.9	0.1	-4	-0.1	-1	/	1	7	-1	2.5
Cc1cc(C)nc(NC(=O)Cc2ccc([N+](=O)[O-])cc2)c1	1	0.8	-0.2	-1	-0.3	-8	-4	1	17	4	0.8
Cc1nc(Oc2ccccc2)c2ccsc2n1	1.1	1.2	-1.5	-6	-0.1	0	17	1.2	-22	3	0.4
O=C(CSc1nnc(CNc2ccccc2)o1)N1CCc2ccccc21	1	1	2.2	2	0.2	-4	2	1	1	6	1.9
Cc1ccccc1S(=O)(=O)Nc1ncc(C(F)(F)F)cc1Cl	1	1	-0.1	0	0.1	3	-20	1.2	5	-4	0.1
Cn1c(SC/C=C/c2ccccc2)nnc1-c1cccs1	1.1	0.9	2.3	-6	0.2	2	-8	1.1	6	-7	-1.1
CC(C)Nc1nc(NC(C)C)nc(OCCOC(=O)c2ccccc2)n1	0.8	0.8	0.5	-4	0.3	17	6	0.9	19	-2	0.5
COC(=O)c1ccc(NC(=S)NCc2ccco2)cc1	0.9	0.8	0.4	1	0.0	4	-8	0.9	20	0	-0.7

Copied from the results shown (2 entries):
SMILES	PMI act hi M6P	Diaphorase act	Redox H2O2 prof	TLR4-MyD88 BLA	Hsp70 act	L major viab	S1P3 antagonist	PMI activator	Diaphorase inh	G6PDH counter	RAM inhibit
COc1ccc(NC(=O)C2CSC(C)(C)N2C=O)cc1 (stereo unspecified)	1.1	1.1	-0.6	-10	0.0	-6	-5	1.1	-10	5	1.3
Cn1c(=O)oc2cc(S(=O)(=O)N3CCC(C(=O)NCc4ccc(F)cc4)CC3)ccc21	1	0.9	-3.0	1	-0.2	-7	/	1	9	-1	3.7

The listing continues.
SMILES	PMI act hi M6P	Diaphorase act	Redox H2O2 prof	TLR4-MyD88 BLA	Hsp70 act	L major viab	S1P3 antagonist	PMI activator	Diaphorase inh	G6PDH counter	RAM inhibit
Nc1ncc(Br)cc1N=Cc1ccccc1	0.8	0.5	0.5	-4	0.1	1	-3	0.9	50	12	0.2
CC1=C(C(N)=O)C(c2cccs2)n2nc(-c3cccc(C)c3)nc2N1 (stereo unspecified)	/	/	1.6	-7	-0.2	-1	-28	/	/	/	-0.4
C=CCn1c(SCC(=O)NCc2ccc3c(c2)OCO3)nnc1-c1cccnc1	1	0.9	-0.3	-2	0.0	-5	1	1.1	5	3	2.3
CC1(C)CC(=O)c2cnc3nc4ccccc4n3c2C1	/	/	-0.1	1	-0.5	0	-21	/	/	7	1.6
CN1CCc2c(sc(/N=C/c3cccs3)c2C(N)=O)C1	0.9	0.8	-0.2	0	-0.1	1	-2	0.9	18	2	-0.4
O=C(COC(=O)/C=C/c1cn(-c2ccccc2)nc1-c1cccnc1)Nc1ccc(Cl)cc1Cl	0.9	0.9	-0.2	0	-0.1	-4	-5	0.8	6	-1	3.0
COc1ccc(/C=C/C(=O)NC(=S)NNC(=O)c2c(-c3ccccc3)noc2C)cc1	1.2	1.1	4.2	-4	-0.2	3	-8	1.1	-9	-18	5.3
CCN(CC)CC#CCC(OC)(c1ccccc1)c1ccccc1	1.1	1	-0.9	-5	-0.3	55*	-17	1	-3	11	0.7
CC1(C)CC2CC(C)(CN2S(=O)(=O)c2ccc(N)cc2)C1 (stereo unspecified)	0.9	0.9	1.2	6	-0.2	-1	-36	0.9	10	2	4.0
CCOc1ccc(NC(=S)N(CCc2ccncc2)C(C)C)cc1	1	1.1	6.2	-7	-0.1	5	-5	1	-6	5	0.6
COc1ccc(C(=O)c2cnc3cc4c(cc3c2C)OCO4)cc1	1	0.9	0.0	0	-0.4	12	/	1	8	-3	0.8
CCOC(=O)Cc1ccc(NC(=O)c2cccc([N+](=O)[O-])c2)cc1	1	0.9	-0.7	-4	-0.4	-12	-11	1	9	11	0.4
CCn1c(C)cc(/C=C2\NC(=O)N(Cc3ccccc3)C2=O)c1C	1.2	0.9	-0.1	4	-0.3	-7	/	1.1	13	1	3.9
O=C(C(NS(=O)(=O)c1cccc2nsnc12)c1ccccc1)N1CCN(c2ccccn2)CC1 (stereo unspecified)	0.9	0.8	-5.0	0	-0.2	-1	14	1	19	10	1.1
COC(=O)c1ccc(N=NN2CCCCC2)cc1	1	1	0.7	10	-0.2	-6	-5	0.9	2	3	0.2
COC(=O)c1ccc(OCC(=O)c2ccccc2OC)cc1	1	0.8	-0.6	-1	0.0	-2	/	1	20	0	4.5

Gathered by group, the entries above containing a Cl atom
SMILES	PMI act hi M6P	Diaphorase act	Redox H2O2 prof	TLR4-MyD88 BLA	Hsp70 act	L major viab	S1P3 antagonist	PMI activator	Diaphorase inh	G6PDH counter	RAM inhibit
CC(=O)O/N=C(/c1nonc1N)N1CCN(c2ccc([N+](=O)[O-])cc2Cl)CC1	0.7	0.6	-0.4	-7	-0.1	-3	6	0.8	41	-20	1.8
CCCc1[nH]nc2c1C(c1c(C)nn(-c3ccccc3)c1Cl)C(C#N)=C(N)O2 (stereo unspecified)	0.8	0.7	-1.6	-8	-0.3	9	/	0.8	27	-11	1.2
CC1Cc2ccccc2N1c1ncnc2c1nnn2Cc1ccccc1Cl (stereo unspecified)	1	1	1.8	10	0.1	1	/	1	5	10	4.3
CC(C)CC(NC(=O)c1ccc(Cl)cc1)C(=O)OCC(=O)c1ccc2c(c1)NC(=O)CO2 (stereo unspecified)	1.1	0.9	0.6	5	-0.4	64*	/	1.1	11	-2	0.7
Cc1ccccc1S(=O)(=O)Nc1ncc(C(F)(F)F)cc1Cl	1	1	-0.1	0	0.1	3	-20	1.2	5	-4	0.1
O=C(COC(=O)/C=C/c1cn(-c2ccccc2)nc1-c1cccnc1)Nc1ccc(Cl)cc1Cl	0.9	0.9	-0.2	0	-0.1	-4	-5	0.8	6	-1	3.0
